# Screening data as filed in PubChem.
# S3 lipid droplet: qHTS Assay for Lipid Storage Modulators in Drosophila S3 Cells. Drosophila S3 cells, BODIPY lipid droplet fluorescence, 18-24 h; cells fed with added oleic acid. Potency in µM for hits, for the others lipid storage change, negative = inhibition, % at the top dose, mostly 46.1 µM. actives 0.64% (n = 320,000); active = well fitted inhibition curve with a large enough effect in the signal ratio, with a control signal flat, not every such curve was filed as active; inconclusive = small, poorly fitted or top-dose-only effect, or effect the other way, or a change in a side signal; the % refers to the signal ratio
#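 Drosophila S3 cells got compounds at several concentrations plus oleic acid (400 uM solution). Laser-scanning cytometry with 488 nm excitation read lipid droplets at 500-530 nm and cells at 575-640 nm. Percent activity was relative to 20 uM Triacsin C.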
# S3 lipid droplet cell count max: also measured in S3 lipid droplet; calls as there; cell number change, %; measured here: cell count max response;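 cells counted by Cell Tracker Red CMTPX staining in the red channel; peak over a dose series mostly up to 46.1 µM; percent activity relative to internal control wells on each plate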
# The depositor's hits bear a star; i = inactive; ? = inconclusive; . = no result given; [ ] = dose if it differs, or a comment. % is scaled to controls: 0 for no effect and ±100 for the full control effect; potency is read from the fitted curve at half-maximal effect. These rows are one share of the data; count on the stated rates, not on these rows.
SMILES	S3 lipid droplet	S3 lipid droplet cell count max
CC(=O)c1ccc(NC2OC(CO)C(O)C(O)C2O)cc1 (stereo not given)	33µM*	-10.0*
CN1CCN(c2nc3c(c(=O)[nH]c(=O)n3C)n2Cc2cccc3ccccc23)CC1	?	.
Cc1ccc(C2CC(=O)NC(SCc3ccccc3)=C2C#N)o1 (stereo not given)	?	.
COc1ccc(CC(=O)OCC(=O)Nc2cccc(C(C)=O)c2)cc1OC	?	.
CC(=O)Nc1ccc(N2Cc3ccccc3C2)cc1	?	.
Cc1ccc(N2CCN(c3ccc([N+](=O)[O-])cn3)CC2)c(C)c1	-19%	-10
CCOC(=O)[C@@H](C)NS(=O)(=O)N(Cc1ccccc1)[C@H](C(=O)OC)C(C)C	4%	-11
CNCc1cc(Br)c(OCC(=O)Nc2ccccc2OC)c(OC)c1	?	.
O=C(O)c1cc(Cl)nc2ccccc12	-8%	-3
CCCCCC(=O)N1CCN(CCN=CC2=C(O)CC(c3cccs3)CC2=O)CC1 (stereo not given)	-4%	1
CN(CC(=O)Nc1ccccc1C(F)(F)F)C(=O)C1CCN(C(=O)c2ccc(Cl)cc2)CC1	25%	.
O=C(NNC(=O)c1ccccc1[N+](=O)[O-])c1ccccn1	28%	-1
N#Cc1nc(-c2ccccc2F)oc1NC1CCCCC1	?	.
CCOc1ccccc1NC(=O)NNS(=O)(=O)c1cc(OC)ccc1OC	i	4
CN(C)CCCN1C(=O)CSC1c1ccc([N+](=O)[O-])cc1 (stereo not given)	13%	.
Cc1cccnc1NCc1ccc(O)c2ncccc12	-5%	-8
Oc1c(C(Nc2cccc(C(F)(F)F)c2)c2ccncc2)ccc2cccnc12 (stereo not given)	?	.
COc1ccccc1C(=O)NNC1=C(C(=O)C(F)(F)F)CCC1	-6%	-14
O=C1OC(c2ccc(Br)cc2)=N/C1=C\N1CCCCC1	i	.
COC(=O)C1=C(CSc2nc3ccccc3o2)NC(=O)NC1c1cc(C)ccc1C (stereo not given)	?	.
C/C(=C\c1ccc2c(c1)OCO2)C(=O)c1c(C)cc(C)[nH]c1=O	14%	2
CC(=O)OCC1OC(OC(C)=O)C(NC(=O)c2cccnc2)C(OC(C)=O)C1OC(C)=O (stereo not given)	?	.
CC(=O)Nc1cccc(NC(=O)CS(=O)(=O)c2cn(CC(=O)N3CCOCC3)c3ccccc23)c1	?	.
CCCCN1C(=O)c2ccccc2C1C(=O)NC1CCCC1 (stereo not given)	?	.
O=C(O)Cc1ccc(NC(=O)c2ccc(NC(=O)c3ccco3)cc2)cc1	?	.
CCOC(=O)CSc1nnc2n1C(C)(C)Cc1ccccc1-2	0%	-9
COc1ccc(NC(=O)C2CC(=O)NC3=C2C(=O)CC(C)(C)C3)cc1 (stereo not given)	6%	-4
CCNc1ccccc(C(=O)/C=C/c2ccc3c(c2)OCO3)c1=O	?	.
Cc1ccc(OCC(=O)Nc2ccc(NC(=O)c3ccccc3)cc2)cc1C	?	.
CCOC(=O)[C@H]1[C@H]2COc3ccc(Br)cc3[C@@H]2N2C(=O)CN(Cc3ccccc3)C(=O)[C@@]12C	?	.

# Next section.
SMILES	S3 lipid droplet	S3 lipid droplet cell count max
Cn1c(SCC(=O)NC(=O)CN2CCCC2=O)nnc1-c1ccc(F)cc1	-1%	8
Cc1ccc2oc(=O)c3cc(C(=O)NCCN4CCc5ccccc5C4)sc3c2c1	?	.
CCc1sc(N)nc1-c1ccccc1	8%	2
CC1(C)CC(=O)C(N=Nc2ccc(Cl)cc2)=C(O)C1	1%	15
Cc1sc(NC(=O)c2ccc(Cl)s2)c(C(N)=O)c1C	i	.
CCOc1ccc(-c2c(C(=O)N/N=C/c3sccc3C)nnn2-c2nonc2N)cc1	?	.
COc1ccc(N2CCN(S(=O)(=O)c3c[nH]c(=O)[nH]c3=O)CC2)cc1	-6%[0.0737 µM]	3
O=C(COC(=O)c1ccc(F)cc1)Nc1ccc(Cl)cn1	-19%	-11
CCN(CC)S(=O)(=O)c1ccc(NC(=O)c2c(-c3ccccc3)noc2C)cc1	3%	-12
COc1ccc(CCNC(=O)C2CC=CCC2C(=O)O)cc1 (stereo not given)	6%	24
CCCOc1ccc(Cn2c(C)nc([N+](=O)[O-])c2SCC(O)COC)cc1[N+](=O)[O-] (stereo not given)	-7%	2
COc1ccc2nc(CCN(C)C(=O)C3CCC(=O)N(Cc4cccc(F)c4)C3)[nH]c2c1 (stereo not given)	i	.
Cc1ccccc1S(=O)(=O)Cc1ccc(C(=O)NCCCN(C)Cc2ccccc2)o1	?	.
CCCCn1c(N)c(N(CCC(C)C)C(=O)COC(=O)c2cccnc2Cl)c(=O)[nH]c1=O	?	.
O=C(O)[C@H]1CCCC[C@H]1C(=O)Nc1ccc(S(=O)(=O)N2CCCCC2)cc1	i	1
COc1ccc(NC2CCCN(C(=O)CCN3CCCC3=O)C2)cc1OC (stereo not given)	-12%	-19
O=C(COc1ccccc1C(=O)NCC1CCCO1)Nc1ccc(Br)cc1 (stereo not given)	11%	-3
O=C(NCCCN1CCN(CCCNC(=O)c2ccccc2F)CC1)c1ccccc1F	i	-1
CCc1cccc2c(C(=O)COC(=O)c3nn(C)c(=O)c4ccccc34)c[nH]c12	?	.
Cc1ccc(CNC(=O)CS(=O)(=O)CC(=O)O)cc1	?	.
COc1ccc(C(=O)NC(C)c2nnc(SCC(=O)NC3CCCCC3)n2C)cc1 (stereo not given)	-15%	-15
CC1CCC(NC(=S)NCCN(C)C)CC1 (stereo not given)	15%	10
CCOc1ccc(-c2n[nH]c(=S)n2Cc2ccccc2)cc1	i	0
Fc1ccc(-n2c(Cn3nnc4ccccc43)n[nH]c2=S)cc1	?	.
CCOc1ccccc1NS(=O)(=O)c1ccc2c(c1)N(C)CCO2	7.3µM*	-20*
O=C(O)CNC(=O)c1ccc(NC(=O)/C(=C/c2cccc([N+](=O)[O-])c2)NC(=O)c2ccco2)cc1	?	.
Cn1c(=O)c(C(=O)COC(=O)c2cc(-c3ccccc3)nc3ccccc23)c(N)n(Cc2ccccc2)c1=O	?	.
CCN(CCn1cccn1)Cc1nc(-c2ccccc2)no1	?	.
COc1ccc(Cc2nnc(SCC(=O)NCCc3ccccc3)o2)cc1	16%	-15
O=C1c2ccccc2C(=O)C1C1=Nc2ccccc2NC(c2ccccc2)C1 (stereo not given)	-5%	19

# Continued:
SMILES	S3 lipid droplet	S3 lipid droplet cell count max
Cc1nn(C)c(C)c1S(=O)(=O)N(CC(=O)NCc1cccs1)c1ccc(C(C)C)cc1	9%	0
COC(=O)c1c(C(=O)OC)c(C)n(Cc2ccco2)c1C	?	.
O=C(NC1CCCC1)C(c1ccc(F)cc1)N(C(=O)c1csnn1)c1ccccc1F (stereo not given)	i	-19
CNS(=O)(=O)c1cccc(C(=O)OCC(=O)Nc2ccc(-c3nc4ccc(C)cc4s3)cc2)c1	?	.
CCOc1ccc2nc(N3CCC(C(=O)N4CCN(C(=O)c5ccco5)CC4)CC3)sc2c1	5%	-1
Cc1ccc(N2Cc3ccccc3C2=O)cc1	?	.
Cc1cc(C)cc(OCC(=O)OCC(=O)N2CC(=O)Nc3ccccc32)c1	?	.
CCc1cccc2c(C(=O)COC(=O)c3c(C)noc3C)c[nH]c12	?	.
CCN(CC)CCN1C(=O)c2ccccc2NC1c1ccc(Br)cc1 (stereo not given)	2%	.
O=C(O)C1(S(=O)(=O)CCC(F)=C(F)F)CC1	11%	.
CCCc1nc(SCC(=O)Nc2ccc(N3CCOCC3)cc2)c2ccccc2n1	-3%	9
CCOC(=O)CCNC(C)C1COc2ccccc2O1 (stereo not given)	4%	-12
COc1ccc(-c2nc(CS(=O)CC(=O)NCc3ccc(Cl)cc3)c(C)o2)cc1OC (stereo not given)	?	.
COc1ccc(C(=O)Oc2c(C)occc2=O)cc1OC	?	.
CCCCNS(=O)(=O)/C=C/c1ccccc1	?	.
O=C(Nc1ccccc1Cl)C1CCCN1C(=O)OCc1ccccc1 (stereo not given)	?	.
CCN1CCN(c2nc3sc4c(c3c(=O)n2-c2ccc(OC)cc2)CCCCC4)CC1	-2%	-9
Cc1nnc(SCC(=O)N(C)c2ccccc2)n1-n1cccc1	i[0.0737 µM]	-5
C#CCOCCOCCOCCNc1nc(N2CCN(C(=O)[C@H]([C@@H](C)CC)n3cc(CCCCN)nn3)CC2)nc(N2CCN(C(=O)[C@H](CCCCN)n3cc(CCC(=O)O)nn3)CC2)n1	?	.
Cc1sc2ncn(CC(=O)NCCCOC(C)C)c(=O)c2c1S(=O)(=O)N1CCN(c2ncccn2)CC1	?	.
CCOc1ccc(/C(O)=C2/C(=O)C(=O)N(c3ccccn3)C2c2ccc(C)cc2)c(C)c1 (stereo not given)	-3%	4
COc1ccc(S(=O)(=O)Nc2cc(C(C)C)c(O)cc2C)cc1	2%	-19
Nc1nc(CCOc2ccc(F)cc2)cs1	-1%	.
O=C(CN1C(=O)CCS(=O)(=O)c2ccccc21)Nc1ccc(F)cc1	?	.
CSc1nnc(C(C)(C)C)c(=O)n1/N=C/c1c(O)ccc2ccccc12	-7%	13
Cc1ccc(/C=N/NC(=O)c2nnn(-c3nonc3N)c2CSc2ccc(Cl)cc2)cc1	-2%	-11
COc1ccccc1OC(=O)CCc1nc2ccccc2s1	?	.
Cn1c(=O)oc2cc(S(=O)(=O)Nc3ccc(F)cc3)ccc21	i	12
COc1ccc(C(CNC(=O)c2ccc(S(=O)(=O)Nc3ccccc3F)cc2)N(C)C)cc1 (stereo not given)	?	.
Cc1ccnc(NC(=O)CS(=O)(=O)c2ccccc2)c1	-10%	18

# Continuation.
SMILES	S3 lipid droplet	S3 lipid droplet cell count max
COc1ccccc1NC(=O)C(=O)N(c1cccnc1)C(C(=O)NC(C)(C)C)c1ccccc1 (stereo not given)	?	.
CCOc1ccc(N(CC(=O)Nc2ccc(C)c(C)c2)S(C)(=O)=O)cc1	-6%	-12
Cc1ccc2oc(=O)c3cnn(CC(=O)N(Cc4ccco4)C4CCCCC4)c3c2c1	6%	.
CCOC(=O)Cc1csc(SCC(=O)Nc2ccc(C)cc2F)n1	31%	-11
O=C(c1ccccc1F)N1CCN(CC2CC3C=CC2C3)CC1 (stereo not given)	?	.
CC(C)CC(=O)NCc1ccc2[nH]c3c(c2c1)CCCC3	-16%	-12
CCOc1ccc(OCC)c(NC(=O)CN(C)S(=O)(=O)c2ccc3nc(C)sc3c2)c1	?	.
COc1cc(/C=N/Nc2cccc3cccnc23)cc(OC)c1O	3%	4
CCC1CCCCN1CCCNC(=O)C1CCC(=O)N1Cc1ccc(C)cc1 (stereo not given)	0%	.
COC(=O)c1scc(C)c1N/N=C(\C)c1ccc(F)cc1F	?	.
CC(=O)CSc1ncnc2nc[nH]c12	1%	.
CC(OC(=O)/C=C/c1cccs1)C(=O)Nc1ccc(C(N)=O)cc1 (stereo not given)	1%	-1
Cn1cc(Br)c(NS(=O)(=O)c2ccc(Cl)s2)n1	-11%	8
Cc1ccccc1-c1n[nH]c(=S)n1/N=C/C=C/c1ccco1	?	.
CCN(CC)S(=O)(=O)c1cc(NC(=O)CCCOc2ccc(C(C)=O)cc2)ccc1C	?	.
CC1(C)CC(N(Cc2cccs2)C(=O)c2ccco2)CCO1 (stereo not given)	i	.
COc1ccc(CCNC(=O)c2ccc(=O)[nH]c2)cc1OC	6%	10
CCCNC(=O)CCc1c(C)nc2nc(C)nn2c1C	?	.
COc1ccc(C2CC(c3ccccc3)=NN2C(=O)COC(=O)/C=C/c2ccc(O)c(OC)c2)cc1 (stereo not given)	?	.
CN(c1cccc(NC(=O)CN(c2ccc(C34CC5CC(CC(C5)C3)C4)cc2)S(C)(=O)=O)c1)S(C)(=O)=O	?	.
O=[N+]([O-])c1cccc(S(=O)(=O)N2CCC(c3nc(-c4ccncc4)no3)CC2)c1	?	.
O=S(=O)(c1ccc2ccccc2c1)n1cccn1	?	.
CCn1ccnc1CN(C)C(=O)C1CCC(=O)N(Cc2cccc(C(F)(F)F)c2)C1 (stereo not given)	i	-7
Cc1cc([N+](=O)[O-])nn1CC(=O)Nc1nc2ccccc2s1	?	.
COC(=O)c1ccc(Oc2cc(C)nc(-n3nc(C)cc3C)n2)cc1	?	.
COCCCNc1nc2c(c(=O)[nH]c(=O)n2C)n1CC(O)COc1ccccc1C (stereo not given)	?	.

# Retrieved one by one from the list above:
SMILES	S3 lipid droplet	S3 lipid droplet cell count max
Cc1ccc2oc(=O)c3cnn(CC(=O)N(Cc4ccco4)C4CCCCC4)c3c2c1	6%	.
CC1(C)CC(N(Cc2cccs2)C(=O)c2ccco2)CCO1 (stereo not given)	i	.
Cn1cc(Br)c(NS(=O)(=O)c2ccc(Cl)s2)n1	-11%	8
COc1ccccc1NC(=O)C(=O)N(c1cccnc1)C(C(=O)NC(C)(C)C)c1ccccc1 (stereo not given)	?	.
CCOc1ccc(OCC)c(NC(=O)CN(C)S(=O)(=O)c2ccc3nc(C)sc3c2)c1	?	.
O=[N+]([O-])c1cccc(S(=O)(=O)N2CCC(c3nc(-c4ccncc4)no3)CC2)c1	?	.
COc1ccc(C2CC(c3ccccc3)=NN2C(=O)COC(=O)/C=C/c2ccc(O)c(OC)c2)cc1 (stereo not given)	?	.
